# N-glyco inh: increase of ERlucT glycosylation luciferase signal, primary screen, N-linked glycosylation inhibitor project, D54 ERlucT cells, luminescence, set 2; D54 ERlucT glycosylation luciferase reporter, 24 h; percent of 100 nM tunicamycin response; reporter increase, % at 12.5 µM; 360,000 compounds, 0.23% hits; AID 588692, 2011;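 active = mean luciferase reporter signal, scaled so untreated is 0 and the glycosylation-blocking control 100, at or above a set limit in every replicate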;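 note: luciferase carries N-glycosylation sites so blocking glycosylation raises the light; 0% = median of neutral control wells and 100% = median of 100 nM tunicamycin wells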
# Vif inh: HIV Vif self-association inhibitors, primary screen, imaging, HEK293T, single point. HEK293T cells, Vif self-association by quenched fluorescence, 24 h. inhibition, % at 7.49 µM. 340,000 compounds, 0.35% hits; in the data active = inhibition above about 50%, passing the limit was not always enough; note: some results filed as inactive read as strong as hits
# MC4R antagonist: MC4R antagonists of cAMP signaling, primary screen, cell-based, TR-FRET, antagonist arm of biased-ligand search. Melanocortin receptor 4 (Homo sapiens), P32245. MC4R-expressing cells, MTII-stimulated cAMP, LANCE TR-FRET. inhibition, % at 6.5 µM. 360,000 compounds, 0.48% hits. AID 540295, 2011;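 active = inhibition above its plate's cutoff, the mean of tested wells on that plate plus 3 SD, cut at about 29% in these data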;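 note: 0% = Melanotan II alone and 100% = Melanotan II plus saturating MCL0020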
#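 system = U2OS cells with stable human MC4R expression | also added = Melanotan II challenge after compound preincubation | dosing = one concentration, 6.5 µM nominal | incubation = compound 30 min, challenge 1 h, detection 1 h | measured by = TR-FRET with Eu-cAMP and labeled anti-cAMP, 671 nm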
# ABCB6 inh MLPCN: ABCB6 transporter inhibitors, primary screen, K562-ABCB6 cells, flow cytometry, MLPCN library | ATP-binding cassette sub-family B member 6 (Homo sapiens), Q9NP58 | K562-ABCB6 porphyrin accumulation, 1 h; stronger effect = lower value | fluorescence ratio to DMSO, % at 10 µM | 360,000 compounds, 0.19% hits;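 active = fluorescence ratio to DMSO below 75%, the collection mean minus 3 SD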;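 note: signal is porphyrin accumulated inside mitochondria; 100% equals median channel fluorescence of DMSO control wells; lower ratio means ABCB6 inhibition with less porphyrin fluorescence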
# Target sequence (Q9NP58 whole entry, looked up): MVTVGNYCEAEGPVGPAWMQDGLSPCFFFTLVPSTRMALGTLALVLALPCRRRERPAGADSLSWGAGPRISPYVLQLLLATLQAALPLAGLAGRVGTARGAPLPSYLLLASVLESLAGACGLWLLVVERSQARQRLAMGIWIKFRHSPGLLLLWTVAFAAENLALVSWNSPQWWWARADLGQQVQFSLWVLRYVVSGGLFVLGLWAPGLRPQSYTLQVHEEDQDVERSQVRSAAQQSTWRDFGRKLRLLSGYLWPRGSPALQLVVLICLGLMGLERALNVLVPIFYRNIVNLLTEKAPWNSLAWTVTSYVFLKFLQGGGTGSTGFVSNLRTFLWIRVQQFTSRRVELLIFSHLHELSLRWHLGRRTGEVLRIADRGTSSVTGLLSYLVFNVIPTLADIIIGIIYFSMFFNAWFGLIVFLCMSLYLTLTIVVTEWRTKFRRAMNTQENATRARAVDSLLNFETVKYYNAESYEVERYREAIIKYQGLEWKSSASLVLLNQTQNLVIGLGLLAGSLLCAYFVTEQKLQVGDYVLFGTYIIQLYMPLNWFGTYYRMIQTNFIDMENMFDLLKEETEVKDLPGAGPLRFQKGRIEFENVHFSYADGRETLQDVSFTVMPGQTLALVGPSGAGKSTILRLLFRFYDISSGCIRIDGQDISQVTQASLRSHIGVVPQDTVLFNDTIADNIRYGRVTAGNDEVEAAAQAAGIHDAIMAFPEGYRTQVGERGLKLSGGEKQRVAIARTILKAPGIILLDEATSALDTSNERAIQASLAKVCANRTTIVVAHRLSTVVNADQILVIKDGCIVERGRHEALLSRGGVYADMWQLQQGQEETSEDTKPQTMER
# aDG glyco act: activators of alpha-DG glycosylation, primary screen, uHTS, Pro5-aDG cells, AlphaScreen; activation, % at 10 µM; alpha-DG glycosylation AlphaScreen (IIH6); 0% Pro5, 100% B10-LARGE cell signal; 360,000 compounds, 0.22% hits; AID 624168, 2012;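 active = activation of at least 8% versus controls, or a plate z-score of at least 8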;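 note: Pro5 are CHO cells carrying HIG-tagged alpha-DG that lacks glycosylation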
# MC4R barr agon: MC4R agonists recruiting beta-arrestin, primary screen, cell-based, luminescence, agonist arm of biased-ligand search; Melanocortin receptor 4 (Homo sapiens), P32245; AID 540308, 2011; 360,000 compounds, 0.98% hits; activation, % at 8.9 µM; U2OS MC4R beta-arrestin complementation; percent of melanotan II response, DMSO zero;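 active = activation above a per-plate cutoff, the mean activation of sample wells on that plate plus 3 SD, cut at about 8% in these data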
# m5-HT2A agonist: mouse Htr2a agonists via beta-arrestin recruitment, primary screen, cell-based, luminescence. CHO-K1 mHTR2A beta-arrestin complementation; percent of 30 µM serotonin response. activation, % at 7.6 µM. 360,000 compounds, 0.66% hits. AID 624169, 2012;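 active = activation above a run cutoff, the mean activation of all tested compounds plus 3 SD, cut at about 14% in these data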;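 note: 0% = plate median of compound wells and 100% = 30 µM serotonin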
# PDI turbidity: inhibitors of human PDI, primary screen, biochemical, turbidity, single point, plate reader; PDI insulin aggregation turbidity, A650, 90 min; Protein disulfide-isomerase (Homo sapiens), P07237; inhibition, % at 10 µM; 350,000 compounds, 0.052% hits;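 active = mean inhibition across replicates of 30% or more, whatever share of single replicates reach that level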;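 note: absorbance from insulin aggregation driven by PDI reduction with DTT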
# CaV13 ICDI inh: Disruptors of the CACNA1D IQ motif to Ca2+-dependent inactivation inhibitor domain association, primary screening, Förster resonance energy transfer in intact living …; inhibition, % at 12.3 µM; HEK cells, CFP/YFP FRET ICDI-IQ, plate reader, 10 min; percent FRET-ratio fall versus neutral wells; 340,000 compounds, 0.098% hits;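 active = mean replicate inhibition of at least 30% and at least 1% of replicates passing that level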;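 note: 0% = median of the neutral control wells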
# H9c2 protect: cardioprotection against H2O2-induced cell death, primary screen, uHTS, H9c2 cells, ATPLite luminescence; H9c2 cardiomyocytes, H2O2 injury protection, 2 h; protection from H2O2 cell death, % at 20 µM; 360,000 compounds, 0.63% hits;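 active = compounds giving at least 50% protection of heart cells from peroxide-induced death in the single-dose screen, raw or plate-pattern-corrected value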;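 note: 0% = DMSO wells with peroxide and 100% = DMSO wells without peroxide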
# * = called active by the depositor; / = not tested or not shown.
SMILES,N-glyco inh,Vif inh,MC4R antagonist,ABCB6 inh MLPCN,aDG glyco act,MC4R barr agon,m5-HT2A agonist,PDI turbidity,CaV13 ICDI inh,H9c2 protect
NC(=S)c1cnn2c(-c3cccc(C(F)(F)F)c3)ccnc12,9,5,-4,95,0.1,1.9,-2,3,-3,0
CCOC(=O)C(=O)N(C)c1c(CC)nc2c(OCc3cccc(Cl)c3)cccn12,-1,-4,8,101,0.0,-1.1,-2,5,-7,-1
Cc1ccc(C(=O)NCCN2C3=NC[C@H](C)N3C[C@H]2Cc2ccc(O)cc2)cc1Br,-2,-2,5,97,0.0,-0.4,-5,22,-11,17
O=C1CC(c2ccccc2)=Nc2ccc(Br)cc2N1,4,-5,5,94,0.6,0.7,-1,1,-7,-3
CCN1C(=O)CC(NCc2ccc3c(c2)OCO3)C1=O (centres undefined),2,8,2,99,-0.1,-0.5,6,/,-8,1
Cc1ccc(NC(=O)OC(C)N2CCCCC2)cc1NC(=O)OC(C)N1CCCCC1 (centres undefined),-6,-5,4,94,0.0,2.4,7,14,-11,8
O=C(CCc1ccccc1)NNC(=O)c1ccco1,1,6,10,100,0.0,-0.2,-2,7,-4,2
Cc1cccnc1NC(=O)Nc1cccc2ccccc12,5,6,5,108,0.4,1.7,-1,-8,/,-2
CC(=O)Nc1ccc(NC(=O)CN2CCN(c3cccc(C(F)(F)F)c3)CC2)cc1,-1,-3,8,104,0.5,1.7,0,-5,/,-8
COc1cccc(C=NNc2nnc(NN=Cc3cccc(OC)c3OC)c3ccccc23)c1OC,3,-6,-23,93,-0.3,-0.3,6,10,-8,-16
Cc1cccc(N2CCN(C(=O)CCS(=O)(=O)c3ccc4c(c3)NC(=O)C(C)S4)CC2)c1C (centres undefined),-5,-17,4,74*,0.4,0.5,1,1,-14,-10
CCOc1ccc(NC(=O)c2ccc(NC(=O)Cc3n[nH]c(=O)c4ccccc34)cc2)cc1,-6,-2,6,89,0.0,-1.6,-2,2,-5,25
Cc1cccc([C@@H]2[C@@H]3C(=O)N(Cc4ccccc4)C(=O)[C@@H]3[C@]3(Cc4ccccc4)C(=O)N(c4ccc(C(F)(F)F)cc4)C(=O)N23)c1,-5,/,11,101,0.7,0.8,-1,-3,-6,-3
CC12CC(NC(=O)N1c1cccc(C(=O)N3CCCCC3)c1)c1ccccc1O2 (centres undefined),1,-5,4,100,-0.1,-1.8,6,9,-3,-3
O=C(COC(=O)c1cnc(Cl)c(Cl)c1)Nc1ccc(S(=O)(=O)N2CCCC2)cc1,-5,-2,13,100,-0.1,-3.3,-5,-52,-15,-10
N#C/C(=C\c1ccc(O)c(O)c1)C(=O)Nc1cccc2ncccc12,-7,0,-2,99,-0.3,-4.5,0,-3,3,55*
CC(C)Sc1ccccc1C(=O)Nc1ccc2c(c1)n(C)c(=O)n2C,34*,1,1,106,0.1,-0.9,9,-2,-21,27
CC(C)(C)c1ccc(C(=O)NCC(=O)OCCN2C(=O)c3ccccc3C2=O)cc1,1,/,5,93,0.1,1.7,-4,-2,-2,-6
CCOC(=O)NCc1ccc2c(c1)OCO2,-2,7,9,101,0.1,-0.3,1,-13,-5,0
Cn1c(/N=C/c2ccccc2[N+](=O)[O-])nc2ccccc21,3,-3,2,93,0.0,-1.7,2,-2,-3,8
COc1cccc(NC(=O)CN(C)C(=O)CSCC(=O)Nc2ccc(C)cc2)c1,-2,-2,7,94,0.3,-0.6,-2,1,-5,-5
Cc1c(O)cc2n(c1=O)-c1ccccc1C2(C)C,0,24,-9,108,-0.1,-0.8,0,-1,-5,9
c1ccc(-n2nnc3cnccc32)cc1,1,/,4,89,-0.1,-2.8,1,24,/,4
O=C(Nc1ccc(F)c(Cl)c1)Nn1cnnc1,-2,4,-3,95,0.3,3.4,8,-8,-2,8
N#C/C(=C\c1cc(Cl)cc(Cl)c1O)C(=O)NC1CCCCC1,4,7,-6,102,-0.2,-1.1,3,-8,-7,-19

# Continued, overlapping the part above by two compounds.
SMILES,N-glyco inh,Vif inh,MC4R antagonist,ABCB6 inh MLPCN,aDG glyco act,MC4R barr agon,m5-HT2A agonist,PDI turbidity,CaV13 ICDI inh,H9c2 protect
O=C(Nc1ccc(F)c(Cl)c1)Nn1cnnc1,-2,4,-3,95,0.3,3.4,8,-8,-2,8
N#C/C(=C\c1cc(Cl)cc(Cl)c1O)C(=O)NC1CCCCC1,4,7,-6,102,-0.2,-1.1,3,-8,-7,-19
Cc1ccc(C(=O)NC2CCCC(C)C2C)cc1S(=O)(=O)N1CCCCC1 (centres undefined),-5,-5,0,94,1.1,-1.4,0,11,-2,0
O=C(Nc1ccccc1C(F)(F)F)c1cc2ncc(CCCl)cn2n1,1,11,12,99,1.0,1.3,1,-3,-5,0
Nc1nnc(-c2cn(-c3ccccc3)nc2-c2ccccc2)o1,1,0,3,99,-0.2,0.1,-4,-4,-5,1
COc1ccc(OC)c(NC(=O)C2CCN(S(=O)(=O)c3ccc4c(c3)OCCO4)CC2)c1,0,/,11,99,-0.2,-2.7,-8,-5,-2,-2
COc1cc2c(cc1OC)C(c1ccc3c(c1)OCO3)CC(=O)N2 (centres undefined),-1,2,0,99,0.0,-0.1,-2,5,-8,4
N#Cc1c(N)[nH]c2ccc(Sc3ccccc3)cc12,8,-1,-16,98,-0.2,-2.1,-8,1,-7,-6
CCC/C=C1/CCCOC(C(=O)NCc2ccccc2)(C(F)(F)F)C1 (centres undefined),-2,-16,-3,99,0.2,3.9,5,-2,-9,-4
Cc1cc2c(cc1S(=O)(=O)N(C)C1CCCCC1)OCC(=O)N2,-2,4,12,99,-0.2,3.0,1,/,-6,-5
CCc1ccc(Nc2nnc(SCC(=O)Nc3cccnc3Cl)s2)cc1,-2,-7,0,99,0.1,-1.2,-4,-9,-5,-7
Cc1cc(C)c[n+](C(C)C(=O)c2ccc(-c3ccccc3)cc2)c1 (centres undefined),3,1,-1,101,0.0,-1.6,-5,-1,-6,-25
NC(=O)C1CCN(C2CC(=O)N(c3ccc(F)c(Cl)c3)C2=O)CC1 (centres undefined),1,2,-2,94,-0.1,-1.8,5,-2,-4,15
CCCn1c(N)c(N(CCOC)C(=O)c2cc3c(s2)CCC(CC)C3)c(=O)[nH]c1=O (centres undefined),4,8,4,100,0.2,-1.4,8,4,-3,0
CC(OC(=O)c1ccc2ccccc2c1)C(=O)N(C)Cc1ccccc1 (centres undefined),0,0,3,96,0.1,-1.0,-4,-9,-5,-7
CCC(C)N=CC1=C(O)C(C(=O)OC)C(C)(C)CC1=O (centres undefined),2,31,14,105,0.1,0.2,-2,-2,-2,2
Cc1c(NC(=S)N/N=C/c2cc([N+](=O)[O-])ccc2O)c(=O)n(-c2ccccc2)n1C,-2,14,17,101,-0.2,-1.7,-7,-5,-4,20
COc1ccc(CNC(=O)COC(=O)Cc2ccc(Br)cc2)cc1,1,13,11,107,-0.4,0.1,2,4,-7,-4
CCOC(=O)c1oc2ccc(CNCCO)c(Cl)c2c1C,-3,6,-2,104,0.4,-0.6,1,-1,/,2
COc1ccc2c(c1)[nH]c1c(=O)n(/N=C/c3ccc(OC)c(COc4ccccn4)c3)cnc12,5,-2,-5,94,-0.2,0.0,-1,-8,-3,2
O=C(Cn1nnc(-c2ccc(Cl)cc2)n1)NC1CC2CCC1C2 (centres undefined),-1,-6,23,91,-0.1,1.5,-1,4,-4,-21
Cc1ccc(CN(Cc2ccccn2)C(=O)Nc2ccc(C)c(C)c2)cc1,-10,-6,22,91,0.1,-0.3,-5,-4,-19,-12
Cc1cccc(-c2nn(-c3ccccc3)cc2C(=O)N(C)CC(=O)Nc2ccc(N3CCOCC3)cc2)c1,-1,5,6,100,-0.1,-2.2,-6,-6,-2,1
C[C@H](NC(=O)c1ccc(Cl)cc1)C(=O)NCCc1ccc(S(N)(=O)=O)cc1,-1,13,2,100,-0.3,-1.8,5,8,-2,4
CCCCC/C=C\C[C@H](O)/C=C/c1cccc(C[C@H](O)CCCCO)n1,5,-9,11,100,-0.1,-1.5,-5,-4,-5,2
COc1cccc(N2CC(=O)N(c3cccc(OC)c3)CC2=O)c1,1,-7,-6,100,0.0,-2.8,0,-1,-17,-3
C=CCOc1c(Br)cc(/C=C2\SC(=Nc3ccccc3)NC2=O)cc1OC,6,-5,12,101,0.1,0.9,-5,-9,-6,-10
# (further entries)
SMILES,N-glyco inh,Vif inh,MC4R antagonist,ABCB6 inh MLPCN,aDG glyco act,MC4R barr agon,m5-HT2A agonist,PDI turbidity,CaV13 ICDI inh,H9c2 protect
COc1ccccc1/C=N/NC(=O)c1[nH]c(C)c(C(=O)N/N=C/c2ccccc2OC)c1C,0,-9,8,94,-0.1,-1.3,4,-4,-3,32
CCc1ccc(C2=NN(CCC(=O)NC3CCCCCC3)C(=O)CC2)cc1,-1,-1,7,98,0.2,-2.1,2,-1,-2,-3
CCc1ccc(NC(=O)CN2CCc3ccccc3C2)cc1,13,2,-3,104,-0.3,0.4,8,-7,-5,-4
CCc1cc2c(NC(Cc3ccccc3)C(=O)O)ncnc2s1 (centres undefined),0,-3,2,94,0.1,-0.2,2,13,-3,9
NC(=S)Cc1nc(-c2ccccc2)cs1,3,1,-9,83,0.9,-2.9,0,-1,-4,-1
CCc1ccc(C(C(=O)NC2CCCC2)N(Cc2cccnc2)C(=O)c2csnn2)cc1 (centres undefined),0,15,-3,98,0.0,-2.7,-3,0,-3,-4
CCc1ccc(CN2CCCC(CNC(=O)c3cc(OC)cc(OC)c3)C2)cc1 (centres undefined),-2,1,15,92,0.1,0.4,-6,12,-1,3
CCc1cc2c(=O)c(-c3cnn(-c4ccccc4)c3)c(C)oc2c(CN2CCCCC2)c1O,-4,-9,17,100,0.1,-2.2,-2,3,-3,5
Cc1cccc(C)c1OCCN1C(=O)NC(C)(c2ccccc2)C1=O (centres undefined),-3,-1,10,94,0.1,-0.2,-2,1,-7,8
CCN(CC(=O)NCc1ccc(Cl)cc1)C(=O)COc1cccc(C(F)(F)F)c1,1,-6,-5,97,0.0,-0.4,12,-8,-6,-7
CCOC(=O)C1CN(S(=O)(=O)c2ccc(F)cc2)C1,2,13,0,96,0.1,-0.8,-1,-15,-4,5
CC(C)(C)C(=O)NNC(=O)CCCOc1ccc(Cl)cc1Cl,0,-3,21,99,0.1,1.1,-1,7,-6,-3

# Rows are unselected, and some 3.6% of all compounds hit somewhere here.
